Screens: PubChem BioAssay, several laboratories
NPR1 activator – GC-A (human) enzyme activation; P16066; HEK293 GC-A cells, cGMP TR-FRET, EC30 ANP; 0% at EC30 ANP, 100% saturating ANP; activation, % at 10 µM; 370,000 compounds, 0.14% hits; in the data active = activation above about 40%
FXN GAA850 act – frataxin GAA850 promoter activation. HEK293 lucGAA850 FXN promoter luciferase reporter, 24 h; percent of 10 µM SAHA response. activation, % at 6 µM. 360,000 compounds, 0.56% hits;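 active = activation above the average of all compounds screened plus 3 SD, cutoff fixed separately per campaign, cut at about 7.5% in these data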;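 note: 0% = DMSO wells and 100% = 10 µM SAHA wells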
ARFGAP1 inhibitor – rat ARFGAP1 inhibition; Q62848; Arfgap1-stimulated ARF1 GTP hydrolysis, GDP FP detection; inhibition, % at 16.5 µM; 360,000 compounds, 0.26% hits; AID 651572;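 active = inhibition above a per-plate limit, mean inhibition of low control wells plus 3 SD, cut at about 25% in these data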;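 note: 0% = DMSO wells with enzyme and 100% = wells lacking Arfgap1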
Target sequence (Q62848 1-136 limits assumed): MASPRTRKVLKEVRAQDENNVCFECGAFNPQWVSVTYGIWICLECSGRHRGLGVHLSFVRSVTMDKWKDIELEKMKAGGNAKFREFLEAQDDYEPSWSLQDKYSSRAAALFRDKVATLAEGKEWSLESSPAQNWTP
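Assay system: purified rat His6-Arfgap1 residues 1-136 (GAP domain); Reagent: human Δ17 ARF1 bound to GTP; Dosing: 16.5 µM single point, 1.26% DMSO; Times: GTP hydrolysis reaction 2 h at 25 °C; Signal: FP, GDP Alexa 633 tracer displaced from anti-GDP antibody, 620/688 nm; Measure: % inhibition from polarization.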
NPR2 activator – GC-B (human) receptor activation; HEK293-GC-B cells, CNP EC30, cGMP TR-FRET; 0% at EC30 CNP, 100% saturating CNP; activation, % at 10 µM; 370,000 compounds, 0.11% hits;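 active = activation at 10 µM reaching about 35% in either raw or pattern-adjusted values, limit read from the data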
ADAM10 inh – ADAM10 inhibition, QFRET primary screen. O14672. recombinant ADAM10, EDANS/DABCYL FRET peptide cleavage, 3 h. inhibition, % at 7 µM. 370,000 compounds, 0.62% hits;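 active = inhibition above a per-campaign cutoff equal to the mean of compounds falling between control-based bounds plus 3 SD, cut at about 20% in these data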;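 note: 0% = DMSO wells while the 100% control is not disclosed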
rCAG binder – molecules binding r(CAG) RNA repeats; r(CAG) RNA repeat, TO-PRO-1 dye displacement fluorescence; inhibition, % at 3 µM; 370,000 compounds, 1.3% hits; AID 651821;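 active = inhibition above the plate cutoff, the mean of all test compounds on that plate plus 3 SD, cut at about 35% in these data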;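 note: 0% = DMSO alone and 100% = 100 µM mitoxantrone as full dye displacement; higher means more dye released from RNA so lower well fluorescence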
ASAP1 inh – inhibitors of human ASAP1 ArfGAP activity; ASAP1-stimulated ARF1 GTP hydrolysis, GDP FP detection; inhibition, % at 16.5 µM; 360,000 compounds, 0.19% hits; AID 624377; in the data active = inhibition above about 25%;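 note: 0% = vehicle with enzyme and substrate and 100% = no enzyme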
proKLK7 act – activators of human kallikrein-7 zymogen. purified proKLK7, EDANS-DABCYL substrate fluorescence; 100% is mature enzyme control, 0% vehicle. activation, % at 7 µM. 370,000 compounds, 0.9% hits. AID 652039;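 active = activation above the mean of all tested compounds plus 3 SD, computed per campaign excluding outliers beyond control limits, cut at about 13% in these data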
Target sequence (P49862 whole entry, looked up): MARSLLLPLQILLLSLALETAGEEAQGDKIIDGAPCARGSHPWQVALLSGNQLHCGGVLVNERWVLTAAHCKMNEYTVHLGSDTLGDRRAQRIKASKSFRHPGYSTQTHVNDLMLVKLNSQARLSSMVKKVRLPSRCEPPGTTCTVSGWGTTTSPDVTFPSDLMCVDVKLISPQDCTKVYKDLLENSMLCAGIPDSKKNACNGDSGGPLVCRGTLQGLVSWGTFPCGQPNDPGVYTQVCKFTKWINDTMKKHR
Tn6 DDE FP – DD(E)-Tn6 binding inhibition, primary FP screen; P02675; Fibrin DD(E) TRITC-Tn6 fluorescence polarization displacement; inhibition, % at 8.3 µM; 370,000 compounds, 0.21% hits; AID 720509;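 active = inhibition above a per-campaign cutoff: mean of compounds within control limits plus 3 SD, cut at about 15% in these data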;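 note: 0% = median of all compound wells on the plate and 100% = blocking peptide control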
Target sequence (P02675 whole entry, looked up): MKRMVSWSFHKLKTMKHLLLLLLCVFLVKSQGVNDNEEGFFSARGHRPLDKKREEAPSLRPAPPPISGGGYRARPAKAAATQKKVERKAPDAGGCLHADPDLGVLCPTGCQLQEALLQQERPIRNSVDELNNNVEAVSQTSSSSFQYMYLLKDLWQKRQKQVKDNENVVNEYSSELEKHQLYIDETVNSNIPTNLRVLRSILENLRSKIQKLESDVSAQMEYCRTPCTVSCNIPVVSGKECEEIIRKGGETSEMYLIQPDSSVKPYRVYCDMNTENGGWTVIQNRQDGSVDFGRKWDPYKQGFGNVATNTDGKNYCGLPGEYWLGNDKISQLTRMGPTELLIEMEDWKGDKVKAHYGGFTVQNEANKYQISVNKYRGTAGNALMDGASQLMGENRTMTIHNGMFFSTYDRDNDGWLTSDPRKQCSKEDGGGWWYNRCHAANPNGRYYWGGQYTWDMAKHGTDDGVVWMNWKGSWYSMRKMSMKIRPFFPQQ
HGIII-sPLA2 inh – Blocks human group III sPLA2 activity; Q9NZ20; QFRET BODIPY PC-A2 liposome hydrolysis, fluorescence; inhibition, % at 12.2 µM; 370,000 compounds, 0.56% hits;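 active = inhibition above mean plus 3 SD of compounds lying within the high and low control bounds, cut at about 19% in these data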;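 note: 0% = median of test compound wells and 100% = no enzyme DMSO wells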
The depositor's hits bear a star.

Molecule	NPR1 activator	FXN GAA850 act	ARFGAP1 inhibitor	NPR2 activator	ADAM10 inh	rCAG binder	ASAP1 inh	proKLK7 act	Tn6 DDE FP	HGIII-sPLA2 inh
Cc1csc(=O)n1CCC(=O)OCc1nnc(-c2ccc([N+](=O)[O-])cc2)o1	-1	1.9	7	-4	-3	4	9	0.2	6	3
COCCCNC(=O)c1ccccc1SC	0	6.4	13	1	-2	-2	-10	0.6	-1	12
O=C(N/N=C/c1ccncc1)c1cccc(NC(=O)c2ccc(Cl)cc2)c1	-7	-0.3	-1	-1	3	-1	13	0.3	-5	-25
CCCC(=O)Nc1nc2c(C)c(Cl)ccc2s1	43*	0.2	3	-3	-3	-1	3	0.7	1	-3
Cc1cc[n+](CC(=O)c2cc3ccccc3oc2=O)cc1	-3	2.1	4	3	-90	2	0	2.4	-8	2
CC1=C(C(=O)OC2CCCCC2)C(c2ccc(C)o2)C2=C(CCCC2=O)N1 (stereo not drawn)	-26	0.6	-6	-28	-18	3	13	2.8	-6	-14
COC(=O)[C@@H](NC(=O)Nc1ccc(OC)cc1)C(C)C	5	-0.1	2	1	-2	1	4	-0.5	3	-3
Cc1ccc2c(c1)-c1c(ssc1=S)C(C)(C)N2C(=O)CSC1=NCCS1	-7	-1.1	4	-6	3	-1	1	0.7	-1	11
O=S1(=O)CCOC[C@H](Cc2ccccc2)N1Cc1ccc(F)cc1	-1	1.0	10	0	4	-5	4	-0.3	-1	0
CCc1nnc(NS(=O)(=O)c2ccc(NC(=O)C(c3ccccc3)c3ccccc3)cc2)s1	0	0.5	7	3	4	84*	1	-0.2	-10	-85
Cc1cc2ccccc2c(=O)n1CC(=O)NCC(=O)N1CCN(c2ccccc2F)CC1	-2	0.5	14	2	-15	-1	-13	0.0	-7	3
Cc1cc(C)c2nc(-c3ccccn3)cc(C(=O)NCc3ccc(S(N)(=O)=O)cc3)c2c1	-9	2.8	-11	-2	-199	7	-4	-9.0	1	-7
COc1ccc(C(=O)N2CCCN(C)CC2)cc1S(=O)(=O)N(C)Cc1ccccc1	4	1.8	-2	3	-17	6	1	0.2	-2	9
COc1ccc(N=C2C(=O)N3c4c(cccc42)C(C)=CC3(C)C)cc1	-12	0.6	8	-5	-3	1	11	-0.2	0	7
COC(=O)C1=C(C)NC(C)=C(C(=O)OC)C1C(=O)OCC(=O)NC1CCCCC1C (stereo not drawn)	3	-1.3	-6	8	-100	0	2	1.6	-5	-3

Looked up above.
FXN GAA850 act, `COc1ccc(N=C2C(=O)N3c4c(cccc42)C(C)=CC3(C)C)cc1` stands at 0.6
ARFGAP1 inhibitor, `COc1ccc(C(=O)N2CCCN(C)CC2)cc1S(=O)(=O)N(C)Cc1ccccc1` stands at -2

Next section:
Molecule	NPR1 activator	FXN GAA850 act	ARFGAP1 inhibitor	NPR2 activator	ADAM10 inh	rCAG binder	ASAP1 inh	proKLK7 act	Tn6 DDE FP	HGIII-sPLA2 inh
CC(NC(=O)c1ccco1)C(=O)OCc1cccc(Cl)c1 (stereo not drawn)	5	-0.1	2	5	-1	1	9	0.0	5	2
CC(C)(C)C(=O)NC1(C(F)(F)F)NC(=O)N(c2ccccc2F)C1=O (stereo not drawn)	2	-0.2	-9	3	-4	0	6	-0.1	-1	-5
COc1ccc(N2C(=O)CC(N(C)CCc3ccc(OC)c(OC)c3)C2=O)cc1 (stereo not drawn)	1	0.0	7	-4	-8	-8	10	0.6	3	0
CC(=O)Nc1nonc1NC(=O)CSc1ncn[nH]1	7	0.7	9	4	3	-3	2	0.7	-1	-4
O=C(CCc1ccc(S(=O)(=O)N2CCOCC2)cc1)Nc1cc(Cl)ccc1N1CCOCC1	-2	1.2	-10	-2	6	-1	-5	0.1	-6	-18
CSc1ncc(Cl)c(C(=O)Nc2ccc(NC(C)=O)cc2)n1	2	0.0	12	0	0	4	-4	0.0	3	-5
Cc1ccc(S(=O)(=O)NCCC(=O)OCC(=O)NC(=O)c2cccn2C)cc1	-2	2.6	-6	4	3	2	12	1.1	-3	-9
CCCSc1nc(=O)n2cccc(C)c2n1	-1	2.7	11	0	-20	0	12	0.3	-2	5
Nc1c(C(=O)Nc2ccc(F)cc2)sc(=S)n1-c1ccccc1F	3	2.4	14	-2	6	-1	5	0.4	-3	5
CC1CCc2[nH]c3ccc(C(=O)Nc4ccc(C(=O)N(C)C)cc4)cc3c2C1 (stereo not drawn)	-6	-0.6	10	-1	-12	-2	-10	2.2	0	-14
CCOC(=O)C1=C(C)Nc2nc(C)nn2C1c1ccc(C)cc1 (stereo not drawn)	2	-0.6	13	-4	-20	1	7	0.2	-5	9
Cc1nc2nc(SCC(N)=O)[nH]c2cc1Br	4	2.7	-4	-10	2	0	6	-0.5	10	2
COc1ccc(/C=C/C(=O)NC(=S)Nc2cc([N+](=O)[O-])ccc2O)cc1OC	-3	0.1	-31	-2	4	52*	-6	0.1	6	4
CCOc1ccc2c(c1)sc(=NC(=O)C1CC1)n2C	1	5.1	1	-3	-29	-5	-2	0.7	-7	6
CCOC(=O)c1c(-c2ccc(-c3ccccc3)cc2)csc1NC(=O)CCN1CCOCC1	0	3.5	10	0	5	5	-3	-0.8	-2	-13
O=C(CSc1nc2nn(-c3ccccc3)c(=O)c-2c2n1CCCCC2)Nc1cccc(F)c1	1	-3.4	-6	-7	4	17	-2	-0.9	0	-16
Cc1ccccc1NC(=O)CN1C(=O)S/C(=C/c2cccnc2)C1=O	-1	0.0	1	2	5	3	16	0.3	-4	2
Brc1cc2c(cc1Br)OCCOCCOCCOCCO2	-7	1.2	1	-5	-1	-5	1	-0.5	7	7
O=C(O)CCC(=O)OCCCc1cc2ccccc2c(=O)o1	-1	2.6	3	3	-4	3	9	0.1	-2	5
Cc1ccnc(NC(=O)c2ccccc2NC(=O)C(C)(C)C)c1	1	-1.6	5	1	0	-7	4	-0.5	-4	-1
NS(=O)(=O)c1ccc(CCNC(=O)/C=C/c2cccc([N+](=O)[O-])c2)cc1	2	1.0	-4	-11	-9	3	7	0.8	0	2
COc1cc(NC(=O)C/C(C)=N/NC(=O)c2cccs2)c(OC)cc1Cl	-8	6.8	1	-6	28*	10	2	0.4	-8	-16
CC(NCc1ccc2c(c1)OCO2)C(=O)NC1CCCCC1 (stereo not drawn)	3	0.6	-5	1	1	0	4	-0.4	2	2
CS(=O)(=O)c1ccc(CNC(=O)C2(C(F)(F)F)C/C(=C/CCO)CCCO2)cc1 (stereo not drawn)	-2	0.5	1	-1	2	4	-7	-0.1	-8	2
Cc1cc(C)c(C(=O)CSc2nc(C)cc(C)c2C(N)=O)c(C)c1	-4	2.4	-2	4	2	-5	-12	0.1	6	-27
Cc1cc(OC(=O)c2c(C)cc(O)cc2O)cc(O)c1C(=O)O	-2	-1.4	-19	-5	-6	11	-4	0.0	0	-6
COc1ccc(C2CC(c3ccccc3)=NN2S(=O)(=O)c2ccc(C)cc2)c(OC)c1 (stereo not drawn)	-4	2.7	-7	7	23*	11	13	-0.7	-5	5
O=C(NC1CCCN(Cc2ccc(Cl)cc2)C1)c1ccnc(Cl)c1 (stereo not drawn)	-6	0.8	-3	1	10	2	-4	-0.1	-9	-7
COc1ccc(C(=O)N2CCCC2(C#N)c2ccccc2)cc1[N+](=O)[O-] (stereo not drawn)	-3	0.4	3	-3	-4	-2	-2	0.9	5	-1
COc1ccccc1C(=O)NC(=O)COC(=O)CNC(=O)c1ccc(Cl)c([N+](=O)[O-])c1	-6	2.8	-1	0	-7	4	2	-0.4	-2	1

Two entries drawn at random from the list so far, as already listed:
Molecule	NPR1 activator	FXN GAA850 act	ARFGAP1 inhibitor	NPR2 activator	ADAM10 inh	rCAG binder	ASAP1 inh	proKLK7 act	Tn6 DDE FP	HGIII-sPLA2 inh
Cc1ccccc1NC(=O)CN1C(=O)S/C(=C/c2cccnc2)C1=O	-1	0.0	1	2	5	3	16	0.3	-4	2
Brc1cc2c(cc1Br)OCCOCCOCCOCCO2	-7	1.2	1	-5	-1	-5	1	-0.5	7	7

Next structures follow:
Molecule	NPR1 activator	FXN GAA850 act	ARFGAP1 inhibitor	NPR2 activator	ADAM10 inh	rCAG binder	ASAP1 inh	proKLK7 act	Tn6 DDE FP	HGIII-sPLA2 inh
c1ccc(-n2ncc3c(NCC4CCCO4)ncnc32)cc1 (stereo not drawn)	-1	2.4	-2	-1	-1	-3	7	-0.3	-8	0
COC(=O)C1=C(C(=O)OC)[C@@H]2N(C)c3ccccc3[C@@]23C[C@@H](C(=O)OC)N=C3N1	-2	-1.0	-8	-2	-7	-2	8	0.4	-7	4
O=C(COC(=O)/C=C/c1cccc(C(F)(F)F)c1)NC1CCS(=O)(=O)C1 (stereo not drawn)	-2	1.7	-2	-3	-11	-4	-7	0.1	1	9
O=C(C1=C[C@H](c2csc3ccccc23)C[C@H](OCCCCO)O1)N1CCN(Cc2ccccc2)CC1	-3	-0.1	2	-3	-19	1	-9	1.3	-5	-24
Cc1ccc(CNC(=O)c2ccc(N(C)C)cc2)cc1	-3	-0.8	-3	-1	1	-3	-10	0.3	-4	-4
Cc1cc2c(cc1C)N[C@]1(C[C@H]3CCCC(=O)N4CC[C@@H](C1)[C@@H]34)C(=NC(C)(C)CC(C)(C)C)N2	0	0.9	4	-6	17	-6	-3	-0.8	-6	4
CC1(C)CC(N2CCC(=O)N(C3CC(C)(C)NC(C)(C)C3)C2)CC(C)(C)N1	8	-2.1	-4	2	1	-1	1	0.3	0	-1
CN(CC(=O)Nc1ccc(F)cc1)C(=O)CSc1nccn1C	-1	2.5	1	3	3	3	-11	0.2	-2	0
CC(C)NC(=O)c1c(CSc2ccc(Cl)cc2)noc1C(=O)NCc1ccccc1	-1	2.0	3	0	22*	7	10	0.8	-5	-7
CCOC(=O)C1=C(C)Nc2ccccc2N=C1NC(=O)Cc1ccc(OC)cc1	1	-2.6	0	-2	-9	0	-4	0.3	0	17
